# BLM inh: inhibitors of human Bloom syndrome helicase BLM. P54132. recombinant BLM DNA unwinding, fluorescence dequenching. Potency, µM (titrated, usually from 56.1 µM), without a hit: top-dose activity change, negative = inhibition, most hits filed as inhibitors. 350,000 compounds, 0.2% hits. AID 2528;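 also: plate controls were vehicle for no effect and no enzyme for full effect; nearly all actives have a fitted effect of over 35% in size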
# POLK inh: inhibitors of human DNA polymerase kappa | 400,000 compounds, 0.53% hits | purified Pol kappa, fluorescent DNA synthesis assay, 10 min | Potency, µM (doses to about 107 µM), for inactives: at the highest dose activity, negative = inhibition, hits mostly inhibitors | AID 588579 | Q9UBT6; also: % is scaled to controls: 0 for no effect and ±100 for the full control effect
#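 Enzyme at 10 nM met test compounds for 15 min at room temperature. Substrate addition (50 nM final) began the reaction, which was monitored by fluorescence at 0 and 10 min.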
# Anesthetic bind: candidate novel general anesthetic via apoferritin binding; apoferritin/1-aminoanthracene competitive binding, fluorescence; 350,000 compounds, 0.074% hits; Potency, µM (series often up to 77.5 µM), without a hit: top-dose activity change, negative = displacement, actives largely listed as inhibitors; also: % is scaled to controls: 0 for no effect and ±100 for the full control effect; nearly all actives have a fitted effect of over 20% in size
#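 Probe: 1-aminoanthracene (50% saturated, PBS). Protein: horse-spleen apoferritin, 10 uM. Incubation: 10 min, room temperature. Detection: 380 nm excitation, 535 nm emission. Analysis: normalized response, four-parameter Hill.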
# APE1 inh: APE1 (human) endonuclease inhibition; P27695; recombinant APE1, TAMRA/BHQ-2 abasic DNA cleavage fluorescence; Potency, µM (doses to about 65.8 µM), for inactives: top-dose activity change, negative = inhibition, hits mostly inhibitors; 350,000 compounds, 0.35% hits; AID 2517;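 also: plate controls were vehicle for no effect and reference inhibitor for full effect; nearly all actives have a fitted effect of over 55% in size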
#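 Endonuclease cleavage of a quenched abasic-site DNA duplex (50 nM) by APE1 (0.75 nM) was tracked by TAMRA dequenching. Compounds were preincubated with enzyme 15 min at room temperature; data normalized to buffer-only and DMSO wells plus NSC13755 control.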
# Pol beta inh: blocks human DNA polymerase beta activity; P06746; Pol beta primer extension/strand displacement, fluorescence kinetic; Potency, µM (highest dose often 114 µM), for inactives: at the highest dose activity change, negative = inhibition, hits mostly inhibitors; 340,000 compounds, 1.3% hits; AID 485314; also: % is scaled to controls: 0 for no effect and ±100 for the full control effect
#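 Curves were derived by four-parameter Hill fits of normalized qHTS data. The kinetic fluorescent primer-extension read was taken at 0 and 10 min after 50 nM substrate, following a 15 min room-temperature preincubation of 10 nM enzyme with compounds.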
# G9a block: inhibitors of human histone lysine methyltransferase G9a. Q96KQ7. G9a H3K9 monomethylation, AlphaScreen, 2 h. Potency, µM (titrated, usually from 102 µM), without a hit: at the highest dose activity, negative = inhibition, actives largely listed as inhibitors. 350,000 compounds, 8.8% hits. AID 504332; also: % is scaled to controls: 0 for no effect and ±100 for the full control effect; nearly all actives have a fitted effect of over 75% in size
#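 Signal arises when biotinylated H3K9 peptide, once monomethylated, bridges streptavidin donor and antibody-captured acceptor beads. Enzyme at 20 nM was preincubated 15 min with test compounds; peptide 500 nM and SAM 20 uM then reacted for 2 h.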
# BAZ2B block: BAZ2B (human) inhibition; Q9UIF8; AlphaScreen BAZ2B-H3K14Ac peptide displacement; Potency, µM (series often up to 114 µM), for inactives: top-dose activity change, negative = inhibition, usual class: inhibitors; 360,000 compounds, 4.4% hits; also: % is scaled to controls: 0 for no effect and ±100 for the full control effect; nearly all actives have a fitted effect of over 60% in size
#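 Multi-concentration screen (max 110 uM) measuring displacement of acetylated histone H3 peptide from BAZ2B by AlphaScreen, using 50 nM protein, 50 nM peptide and 10 ug/mL streptavidin donor plus Ni-chelate acceptor beads.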
# Pol eta inh: DNA polymerase eta (human) inhibition | recombinant Pol eta, fluorescent DNA replication assay | Potency, µM (top dose mostly 114 µM), without a hit: top-dose activity change, negative = inhibition, most hits filed as inhibitors | 390,000 compounds, 1.2% hits; also: % is scaled to controls: 0 for no effect and ±100 for the full control effect
#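 Pol eta (10 nM) was preincubated with compounds for 15 min at room temperature, after which fluorescent replication substrate (50 nM final) was added to start the reaction. Fluorescence was read kinetically at 0 and 10 min.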
# Pol iota inh: inhibitors of human DNA polymerase iota. Pol iota fluorescent replication assay, 10 min. 390,000 compounds, 1% hits. AID 588590. Potency, µM (highest dose often 115 µM), for the others: top-dose activity, negative = inhibition, actives largely listed as inhibitors
#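 Pol iota at 10 nM preincubated 15 min with compounds at room temperature; reaction started with fluorescent substrate, 50 nM final. Fluorescence read kinetically at 0 and 10 min; buffer-only wells as negative control.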
# Numbers without * were called inactive; ? = inconclusive; nt = not tested or not shown; & = joins results of further samples; ! = not confirmed by another sample; [ ] = dose if it differs, or a comment. Calls follow the shape of the dose curve; as a rule, active = well fitted curve in the direction sought with a large enough effect; inconclusive = small, poorly fitted or top-dose-only effect, or another doubt; inactive = no such curve, though single readings can be large; an effect the other way counts as inactive or inconclusive. Potency is read from the fitted curve at half-maximal effect.
SMILES,BLM inh,POLK inh,Anesthetic bind,APE1 inh,Pol beta inh,G9a block,BAZ2B block,Pol eta inh,Pol iota inh
CCOC(=O)c1c(NC(=O)c2cc(=O)c3ccc(C)cc3o2)sc(C)c1C,-2%,-23%,-4%,nt,-14%,-3%[59 µM],1%,1%,4%
Cc1cc(C)c2ccc(=O)n(CC(=O)N/N=C/c3ccccc3Cl)c2n1,0%,12%,-3%,3%,-11%,0%,-21%,-11%,14%
CCOC(=O)n1c(=O)n(Cc2ccc(Cl)cc2Cl)c2ccccc21,-8%,-26%,-6%,-4%,-26%,-7%[59 µM],26%,-15%,12%
Cc1c(N=C2NN=C(c3ccc(Cl)cc3)CS2)c(=O)n(-c2ccccc2)n1C,-4%,-3%,-24%,-2%,23%,10µM*,-26%,-1%,74%[activator]
CCc1ccc(NC(=O)c2cc(S(=O)(=O)N3CCCC(C)C3)cn2C)cc1 (configuration not stated),3%,-3%[60.1 µM],-1%,nt,3%,-3%[59 µM],0%,-16%,3%
CCOc1ccc2nc3cc(N)ccc3c(N)c2c1,?,22µM*,52%[activator],?,nt,?,nt,nt,nt
CC(C)CN(CC(C)C)c1nnc(NC(=O)Cn2c(=O)oc3ccccc32)s1,1%,-25%,-12%,-2%,12%,-4%,12%,-19%,?
Cc1ccc2nc(Nc3ccc(Br)cc3)nc(-c3ccccc3)c2c1,-6%,-4%,-4%,nt,2%,48%[59 µM],20%,-29%,29%
CCNc1ncc2nc(C)c(=O)n(-c3ccc(OC)cc3)c2n1,3%,-8%[60.1 µM],nt,-3%,nt,-1%[0.501 µM],nt,nt,nt
CC(=O)N1c2ccc(S(=O)(=O)N3CCCCCC3)cc2CC1C(=O)NCc1cccc(F)c1 (configuration not stated),-4%,-8%[60.1 µM],6%,nt,1%,7%[59 µM],-4%,-9%,-4%

# Record cards, as listed above. Values in the order: BLM inh	POLK inh	Anesthetic bind	APE1 inh	Pol beta inh	G9a block	BAZ2B block	Pol eta inh	Pol iota inh
# Profile of CC(C)CN(CC(C)C)c1nnc(NC(=O)Cn2c(=O)oc3ccccc32)s1 : 1%	-25%	-12%	-2%	12%	-4%	12%	-19%	?
# Profile of Cc1c(N=C2NN=C(c3ccc(Cl)cc3)CS2)c(=O)n(-c2ccccc2)n1C : -4%	-3%	-24%	-2%	23%	10µM*	-26%	-1%	74%[activator]
# Profile of CCOC(=O)c1c(NC(=O)c2cc(=O)c3ccc(C)cc3o2)sc(C)c1C : -2%	-23%	-4%	nt	-14%	-3%[59 µM]	1%	1%	4%
# Profile of CCNc1ncc2nc(C)c(=O)n(-c3ccc(OC)cc3)c2n1 : 3%	-8%[60.1 µM]	nt	-3%	nt	-1%[0.501 µM]	nt	nt	nt
# Profile of CC(=O)N1c2ccc(S(=O)(=O)N3CCCCCC3)cc2CC1C(=O)NCc1cccc(F)c1 (configuration not stated) : -4%	-8%[60.1 µM]	6%	nt	1%	7%[59 µM]	-4%	-9%	-4%

# Next entries follow.
SMILES,BLM inh,POLK inh,Anesthetic bind,APE1 inh,Pol beta inh,G9a block,BAZ2B block,Pol eta inh,Pol iota inh
O=C(NCc1cccc(Cl)c1)C1CCC(=O)N(CCCN2CCCC2=O)C1 (configuration not stated),-5%,-9%,-3%,43%,3%,4%,-3%,-10%,22%
O=C1CS(=O)(=O)c2ccccc2N1,2%,-19%,7%,-7%,48%,-1%[2.33 µM],1%,5%,-4%
O=C(/C=C/c1cn(-c2ccccc2)nc1-c1cccc(Cl)c1)N1CCN(c2ccccn2)CC1,-11%,-15%,-11%,-4%,-2%,?,-27%,-26%,91%[activator]
O=C(NCc1cccnc1)C1COc2ccccc2O1 (configuration not stated),-1%,-7%,-9%,0%,7%,4%,6%,-14%,70%[activator]
CC(=O)c1c(C)[nH]c(C(=O)OCC(=O)Nc2sc3c(c2C#N)CCC(C)C3)c1C (configuration not stated),-10%,-24%,-13%,-6%,-2%,15%[12.7 µM],-14%,-24%,?
Cc1ccc(C)c(-c2ccc(=O)n(Cc3c(F)cccc3Cl)n2)c1,-17%&7%,-5%&-3%,45µM*!,-8%,19%&3%,121%[activator],5%&120%,-15%&-21%,-16%&2%
O=C(NCCCNC(=O)c1ccco1)c1ccc(Cl)c(Cl)c1,-3%,2%,-3%,9%,-3%,-1%,-4%,-6%,9%
Cc1cc(N2CCOCC2)ccc1/C=C1\NC(=O)N(Cc2ccccc2F)C1=O,-13%,-14%,-15%,2%,?,14%[59 µM],-12%,-22%,20%
CCN(C(=O)N1CCOCC1)c1ccccc1,3%,0%,1%,-2%,70%,58%[activator],-5%,-13%,120%[activator]
O=S(=O)(Cc1cc(Cl)nc(-c2ccccc2)n1)c1ccccc1,-5%,-6%,1%,-4%,0%,54%[activator][59 µM],36%,-18%,3%

# Overlap with the part before: four compounds, then new ones.
SMILES,BLM inh,POLK inh,Anesthetic bind,APE1 inh,Pol beta inh,G9a block,BAZ2B block,Pol eta inh,Pol iota inh
O=C(NCCCNC(=O)c1ccco1)c1ccc(Cl)c(Cl)c1,-3%,2%,-3%,9%,-3%,-1%,-4%,-6%,9%
Cc1cc(N2CCOCC2)ccc1/C=C1\NC(=O)N(Cc2ccccc2F)C1=O,-13%,-14%,-15%,2%,?,14%[59 µM],-12%,-22%,20%
CCN(C(=O)N1CCOCC1)c1ccccc1,3%,0%,1%,-2%,70%,58%[activator],-5%,-13%,120%[activator]
O=S(=O)(Cc1cc(Cl)nc(-c2ccccc2)n1)c1ccccc1,-5%,-6%,1%,-4%,0%,54%[activator][59 µM],36%,-18%,3%
CC(C)OC(=O)C(C(=O)C(F)(F)F)c1cc(NS(=O)(=O)c2ccc3c4c(cccc24)C(=O)N3)ccc1O (configuration not stated),-10%,-28%,-2%,nt,?,?,-27%,-19%,?
CN(C)C(=O)C1Cc2ccccc2CN1S(=O)(=O)c1cccs1 (configuration not stated),-5%,-7%,-8%,-6%,0%,-7%,-32%,-9%,19%
O=C(Cn1c(=O)n(-c2ccc(Cl)cc2)c(=O)c2oc3ccccc3c21)Nc1ccccc1,2%,0%,4%,nt,5%,7%[59 µM],-30%,-1%,-15%
Cc1cccc(NC(c2nnc(-c3ccccc3)o2)c2ccc(F)cc2Cl)c1C (configuration not stated),-7%,-7%,-5%,nt,-11%,5%[59 µM],-7%,-9%,-22%
O=C(CCl)Nc1cccc(Oc2ccccc2)c1,-2%,1%,-19%,-4%,?,-31%,nt,-7%,-28%
NC1=NC(=O)/C(=C/c2cccc(F)c2)S1,-4%,-22%,2%,22%,2%,4%,2%,0%,4%
COc1ccc(NC(=O)COC(=O)CO/N=C(\C)c2ccc3c(c2)OCO3)cc1S(N)(=O)=O,nt,-2%,nt,6%,nt,-15%[59 µM],4%,-24%,24%
O=C(Nc1nnc(SCc2ccc(F)cc2)s1)C1CC(=O)N(c2ccc3c(c2)OCCO3)C1 (configuration not stated),-4%,-6%,-14%,5%,3%,9%[59 µM],?,-6%,-8%
Cc1ccc(N2C(=O)CC(Sc3ncn[nH]3)C2=O)cc1C (configuration not stated),-2%,-8%,?,-8%,5%,2µM*,?,-14%,?
O=C(Nc1nnc(-c2cccs2)o1)C1CC1,-3%,-4%,-6%,-5%,26%,50µM*,?,-3%,-9%

# The final two entries of the part above come first, to join the parts.
SMILES,BLM inh,POLK inh,Anesthetic bind,APE1 inh,Pol beta inh,G9a block,BAZ2B block,Pol eta inh,Pol iota inh
Cc1ccc(N2C(=O)CC(Sc3ncn[nH]3)C2=O)cc1C (configuration not stated),-2%,-8%,?,-8%,5%,2µM*,?,-14%,?
O=C(Nc1nnc(-c2cccs2)o1)C1CC1,-3%,-4%,-6%,-5%,26%,50µM*,?,-3%,-9%
Cc1onc(-c2ccc(Cl)cc2Cl)c1-c1csc(N/N=C/c2ccccc2Cl)n1,-7%,2%,8%,1%,0%,-32%,-18%,-17%,15%
CCOC(=O)C1CCN(c2cc(=O)n(Cc3ccc(F)cc3)c(=O)[nH]2)CC1,0%,-17%,1%,4%,-3%,-8%,-2%,0%,13%
CCCC[C@H](NC(=O)[C@H](CC(C)C)NC(=O)[C@@H](Cc1c[nH]c2ccccc12)NC(=O)[C@H](Cc1ccccc1)NC(=O)[C@@H](Cc1c[nH]c2ccccc12)NC(=O)[C@H](CC(N)=O)NC(=O)[C@@H](Cc1c(Cl)cccc1Cl)NC(=O)[C@@H]1CCCN1C(=O)[C@H](Cc1ccccn1)NC(=O)[C@@H]1CCCN1C(=O)[C@H](N)CCCCNC(=O)c1cccnc1)C(N)=O,-5%,0%[60.1 µM],-20%,-5%,nt,nt,nt,nt,nt
COc1ccc(COC(=O)C2=C(C)NC(=O)NC2c2ccccc2F)cc1 (configuration not stated),-1%,5%,-11%,0%,42%,nt,-3%,-14%,-17%
COc1ccc(N2CCN(C(=O)COC(=O)c3oc4ccccc4c3C)CC2)cc1,nt,1%,nt,-11%,nt,?,?,-25%,46%[activator]
COc1ccc(C(=O)NNC(=O)c2snnc2C)cc1,6%,-5%,-8%,5%,2%,-5%,8%,-8%,60%[activator]
CC(C)N1CCN(c2ccc(S(=O)(=O)N3CCOCC3)cn2)CC1,-3%,3%,-5%,19%,-13%,?,-9%,-11%,0%
Cc1ccc(CNC(=O)CSc2nc(C)cs2)cc1,-3%,5%,-11%,2%,0%,-5%,-12%,-9%,29%

# Some of the compounds tested (hit frequency here may not be typical).
